# Source: PubChem (National Center for Advancing Translational Sciences (NCATS))
# Abeta yeast res: qHTS for compounds that reverse cellular toxicity of Amyloid beta (A-beta) peptide in yeast: Primary Screen | yeast expressing A-beta42, growth rescue, OD600, 48 h; response scale: 0% DMSO, 100% iron-clioquinol control | Potency, µM (highest dose often 46.1 µM), for the others: top-dose growth rescue, hits mostly activators | 0.063% of 410,000 active | AID 1347071, 2019; note: potency is the fitted concentration of half-maximal effect; nearly all actives have a fitted effect of over 55% in size
#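 Yeast growth medium received pinned compounds, then yeast cells expressing toxic A-beta were added; plates incubated at 30 C for 48 hr. Growth read as absorbance at 600 nm, normalized to DMSO and equimolar FeCl3 plus clioquinol controls.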
# PTHR1 agonist: qHTS for PTHR1 Agonists: Primary Screen; AID 743266, 2014; 0.075% of 410,000 active; Parathyroid hormone/parathyroid hormone-related peptide receptor (Homo sapiens), Q03431; Potency, µM (highest dose often 115 µM), for inactives: top-dose activation, most hits filed as activators; HEK293 GP2 PTHR1 cells, GloSensor cAMP luminescence, 1 h; note: potency is the fitted concentration of half-maximal effect; nearly all actives have a fitted effect of over 55% in size; some results filed as inactive show a strong effect at the top dose; inactives centre near -15; many of its hits are not listed in these tables
#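 HEK-293-derived GP2 cells expressing PTHR1 and a GloSensor cAMP reporter, 3,000/well, plated overnight, given luciferin plus IBMX (each 0.5 mM as added) for 1 h at 37 °C, then compound for 1 h at 37 °C. Luminescence was read after 15 min at room temperature.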
# DRD3 antagonist: qHTS of D3 Dopamine Receptor Antagonist: qHTS; D3R cells, DiscoveRx beta-arrestin luminescence, antagonist mode; stronger effect = lower value; max response, negative = inhibition, %; D(3) dopamine receptor (Homo sapiens), P35462; 2.5% of 360,000 active; AID 652054, 2013; in the data active = max response below about -50%; inconclusive = no clear call, values can overlap the other calls; note: % is set by controls: 0 for no effect and ±100 for the full control effect; mostly tested at two doses, the higher about 12 µM
# Target sequence (P35462 whole entry, looked up): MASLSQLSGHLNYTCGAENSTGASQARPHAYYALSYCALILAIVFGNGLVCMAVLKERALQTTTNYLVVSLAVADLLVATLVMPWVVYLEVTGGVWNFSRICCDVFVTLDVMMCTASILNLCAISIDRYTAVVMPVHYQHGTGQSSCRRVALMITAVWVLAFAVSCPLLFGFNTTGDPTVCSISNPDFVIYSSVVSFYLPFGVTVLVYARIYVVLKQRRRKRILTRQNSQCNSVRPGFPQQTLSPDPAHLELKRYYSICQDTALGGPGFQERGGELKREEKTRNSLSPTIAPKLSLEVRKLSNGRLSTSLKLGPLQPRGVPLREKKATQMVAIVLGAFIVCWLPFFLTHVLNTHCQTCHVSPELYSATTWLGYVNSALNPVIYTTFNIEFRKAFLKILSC
#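 Cells expressing the human receptor were seeded at 1500 cells/well, incubated overnight at 37 degrees C in 5% CO2, then exposed to library compounds with dopamine controls for 90 minutes at 37 degrees C before luminescent detection.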
# FUS yeast rescue: qHTS for Suppressors of FUS Proteinopathy: Primary screen using FUS-linked yeast assay; 0.24% of 390,000 active; Potency, µM (top dose mostly 76.6 µM), for the others: top-dose growth rescue (activation), most hits filed as activators; AID 1347120, 2019; S. cerevisiae FUS-expressing, growth rescue, OD600, 24 h;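 note: potency is the fitted concentration of half-maximal effect; plate controls were DMSO vehicle for no effect and reference control for full effect; nearly all actives have a fitted effect of over 55% in size; some results filed as inactive show a strong effect at the top dose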
#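 Restored growth of FUS-toxic S. cerevisiae, read as 600 nm absorbance after 24 h at 30C in galactose medium (starting OD 0.005). Controls CP55940 and DMSO.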
# TDP-43 yeast inh: qHTS of TDP-43 Inhibitors; Potency, µM (doses to about 46.1 µM), without a hit: at the top dose growth rescue (activation), hits mostly activators; 1.8% of 410,000 active; AID 652104, 2013; TDP-43 expressing yeast growth rescue, BacTiter-Glo, 24 h; note: potency is the fitted concentration of half-maximal effect; % of control where 0% means no effect; nearly all actives have a fitted effect of over 50% in size
#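 In this qHTS, compounds that restore growth of yeast expressing TDP-43 appear as activators. Cells (OD600=0.02, galactose medium, raffinose-pregrown) are incubated with compound 24 hr at 30 deg C and growth is quantified by BacTiter-Glo.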
# GLP-1R inv ag: qHTS of GLP-1 Receptor Inverse Agonists (Inhibition Mode). Glucagon-like peptide 1 receptor (Homo sapiens), P43220. HEK293 GLP-1R CRE-luciferase, luminescence, 24 h; GLP-1R form is constitutively active. Potency, µM (top dose mostly 38.3 µM), for inactives: at the top dose activity change, negative = inhibition, usual class: inhibitors. 1.6% of 410,000 active. AID 624417, 2012; note: potency is the fitted concentration of half-maximal effect; % is set by controls: 0 for no effect and ±100 for the full control effect; nearly all actives have a fitted effect of over 55% in size
# Target sequence (P43220 whole entry, looked up): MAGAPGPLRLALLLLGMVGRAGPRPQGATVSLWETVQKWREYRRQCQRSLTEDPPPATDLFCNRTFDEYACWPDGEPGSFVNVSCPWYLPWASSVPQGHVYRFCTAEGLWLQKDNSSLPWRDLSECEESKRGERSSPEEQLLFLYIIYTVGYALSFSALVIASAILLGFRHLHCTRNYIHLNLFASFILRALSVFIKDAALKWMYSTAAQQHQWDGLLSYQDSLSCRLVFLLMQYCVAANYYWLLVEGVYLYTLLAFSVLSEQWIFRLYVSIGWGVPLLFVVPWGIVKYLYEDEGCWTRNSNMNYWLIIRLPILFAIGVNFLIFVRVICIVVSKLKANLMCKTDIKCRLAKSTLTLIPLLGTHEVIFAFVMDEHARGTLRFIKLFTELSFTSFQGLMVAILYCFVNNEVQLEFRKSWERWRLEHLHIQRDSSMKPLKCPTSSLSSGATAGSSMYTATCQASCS
#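 Inverse agonists were sought by their lowering of basal cAMP reporter luciferase output in HEK293 cells stably carrying constitutively active human GLP-1R, after 24 h compound treatment.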
# Akt phos inh: HTS Assay for Inhibitors of Akt Phophorylation: Primary Screen; activity change, % for hits at 50 µM; Neuro2A IGF-stimulated pAkt S473 HTRF, 20 min; stronger effect = lower value; 0.32% of 360,000 active; in the data active = activity change below about -80%; inconclusive = mostly about -51% to -80%; note: % is set by controls: 0 for no effect and ±100 for the full control effect
#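 Neuro2A cells (4,500/well, DMEM with 0.5% FBS) were treated with compound at a single 50 µM final concentration, stimulated with 6 nM IGF for 20 min at 37 °C, and lysed. Phospho-Akt Ser473 was read by HTRF as 665/615 ratio ×10^4.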
# GLP-1R agonist: qHTS of GLP-1 Receptor Agonists. Glucagon-like peptide 1 receptor (Homo sapiens), P43220. HEK293 GLP-1R CRE-luciferase, luminescence, 4-6 h; cells express a hypersensitive GLP-1R form. Potency, µM (titrated, usually from 45.6 µM), inactives show top-dose activation, hits mostly activators. 0.007% of 380,000 active. AID 624172, 2012; note: potency is the fitted concentration of half-maximal effect; % of control where 0% means no effect
# aSyn rescue: qHTS of alpha-syn Inhibitors; Potency, µM (titrated, usually from 46.1 µM), inactives show at the highest dose growth rescue (activation), hits mostly activators; Yeast expressing alpha-synuclein, growth rescue, BacTiter-Glo, 24 h; AID 652106, 2013; 0.14% of 370,000 active; note: potency is the fitted concentration of half-maximal effect; % of control where 0% means no effect; nearly all actives have a fitted effect of over 65% in size
#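 Readout is rescue of growth in alpha-synuclein-expressing yeast, so inhibitors of toxicity appear as activators. Growth after 24 hr at 30 deg C in galactose medium is quantified by luminescence.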
# Active calls of the source: *; i = inactive; ? = inconclusive; / = not tested or not shown; [ ] = another dose, or the depositor's remark. Unless noted, calls come from the whole dose curve; as a rule, active = well fitted curve in the direction sought with a large enough effect; inconclusive = small, poorly fitted or top-dose-only effect, or another doubt; inactive = no such curve, though single readings can be large; an effect the other way counts as inactive or inconclusive. Some of the compounds tested (hit frequency here may not be typical).
# Each structure is followed by: Abeta yeast res	PTHR1 agonist	DRD3 antagonist	FUS yeast rescue	TDP-43 yeast inh	GLP-1R inv ag	Akt phos inh	GLP-1R agonist	aSyn rescue
COCCNc1oc(/C=C/c2cccs2)nc1S(=O)(=O)c1ccccc1
  -10%	-10%	36	44%	23%	-18%	i	-3%	1%
CCOc1ccc(CSCCNC(=S)Nc2ccccc2)cc1
  ?	-16%	-8	15%	?	?	i	-3%	-13%
Cn1c2c(c(=O)n(C)c1=O)C(c1ccc(F)cc1)C(C#N)=C(N)O2 (configuration not stated)
  8%	-13%	-6	12%	-6%	14%	i	1%	9%
Cc1cccc(C(=O)OCc2cc(=O)n3nc(C4CC4)sc3n2)c1
  -5%	i	/	16%	-3%	11%	/	/	/
COc1ccc(N2CCN(c3nc4ccccc4nc3NS(=O)(=O)c3ccccc3)CC2)cc1
  9%	-34%	-13	17%	20µM*	?	i	1%	-17%
CC12CCC(C(S(=O)(=O)Nc3ccccc3)C1=O)C2(C)C (configuration not stated)
  0%	i	19	-7%	5%	-24%	i	2%	4%
CNS(=O)(=O)c1cn(CC(=O)NCc2cccc(OC)c2)cc1S(=O)(=O)NC
  2%	i	-5	9%	2%	5%	i	10%	7%
COc1cc(NC(=O)Nc2c[nH]c(=O)[nH]c2=O)cc(OC)c1OC
  -7%	i	/	-10%	10%	6%	/	/	/
S=C(Nc1ccccc1)N1N=C(c2cccs2)CC1c1cccs1 (configuration not stated)
  -28%	-4%	-3	0%	18%[9.22 µM]	-16%[7.66 µM]	i	9%	?
Cc1cccc(N(CC(=O)NCCSCc2cccc(Cl)c2)S(=O)(=O)c2ccccc2)c1C
  17%	-4%	/	?	21%	?	/	-9%	/
Cc1c(C(=O)/C=C/c2ccccc2F)c2cc(O)ccc2n1C
  4%	-39%[inhibitor]	0	0%	5%	3%	i	-2%	-2%
O=C1CSC(c2cn(-c3ccccc3)nc2-c2ccccc2)N1Cc1ccco1 (configuration not stated)
  -18%	i	0	?	-30%[inhibitor]	?	i	?	2%
COc1cc(NC(=O)n2ncc3cc(Cl)ccc32)cc(OC)c1
  5%	?	2	-1%	15%	7%	i	-1%	4%
O=C(c1ccc2c(c1)N(Cc1ccc(F)cc1)C(=O)c1ccccc1S2(=O)=O)N1CCCC1
  -1%	-14%	/	36%	9%	-4%	/	-1%	/
Cc1cccc(NC(=O)c2sc(NC(=O)COc3ccccc3)c(C#N)c2C)c1C
  4%	-10%	-21	-13%	-8%	-12%	i	0%	-6%
CC1(C)OC(C)(C)/C(=C/Nc2ccc(O)cc2)C1=O
  -6%	i	-9	/	1%	0%	i	0%	-1%
Cc1ccc(-c2nnc(N3CCN(C(=O)COc4cccc(C)c4)CC3)c3ccccc23)cc1
  26%	-43%[inhibitor]	-7	33%	4%	?	i	16%	0%
COc1cc(OC)cc(C(=O)NCC(=O)N2CC=C(c3ccccc3)CC2)c1
  17%	i	-6	-8%	3%	?	i	5%	2%
Cc1cccc(NC(=O)CS(=O)(=O)c2cn(CC(=O)N3CCOCC3)c3ccccc23)c1
  -18%	4%	6	2%	-6%	14%	i	13%	0%
O=C(c1cnn2c(C(F)(F)F)cc(-c3ccc4c(c3)OCO4)nc12)N1CCCC1
  10%	i	-15	15%	0%	3%	i	-1%	6%
O=C(/C=C/c1cccs1)NC(=S)Nc1ccc(S(=O)(=O)Nc2ccccc2C(F)(F)F)cc1
  4%	-36%[inhibitor]	-20	4%	11%	?	i	-4%	9%
O=C(OCc1ccccc1)N1CCN(C(c2ccnc3ccccc23)c2nnnn2-c2ccc3c(c2)OCCO3)CC1 (configuration not stated)
  3%	-2%	-12	?	13%	?	i	3%	-4%
COc1ccc(NCC(=O)N/N=C/C(C)c2ccccc2)cc1 (configuration not stated)
  -9%	i	-22	12%	12%	2%	i	5%	-11%
CCOc1cccc(OCCCCn2ccnc2)c1
  -16%	i	15	-9%	-20%	?	/	13%	-12%
Cc1cccc(N=N/C(=C\O)C(=O)c2ccc(Br)cc2)c1
  7%	-18%	-25	27%	-35%[inhibitor]	?	i	-5%	-38%[inhibitor]
CCOC(=O)c1cc([N+](=O)[O-])cc([N+](=O)[O-])c1Sc1ncnc2nc[nH]c12
  -9%	-38%	-86*	/	29%	?	i	-14%	11%
CCc1noc(C)c1C(=O)OCC(=O)Nc1nc(-c2ccc(F)c(F)c2)cs1
  -4%	-62%[inhibitor]	123	/	21%	?	i	-14%	-12%
COc1ccccc1CNC(=O)C1CCCN(S(=O)(=O)c2ccc3c(c2)CC(C)N3C(C)=O)C1 (configuration not stated)
  /	0%	-18	28%	-8%	-18%	i	6%	-2%
Cc1ccc(C(C)C)c(OCCCCN2CCNCC2)c1
  -18%	-4%	?	-7%	-16%	2.2µM*	i	-6%	-7%
O=C(CSc1nc2ncc(Cl)cc2[nH]1)N1CCOCC1
  7%	i	10	16%	-8%	1%	i	10%	-7%

# Brought forward from above: 5 compounds; new compounds follow.
compound | Abeta yeast res | PTHR1 agonist | DRD3 antagonist | FUS yeast rescue | TDP-43 yeast inh | GLP-1R inv ag | Akt phos inh | GLP-1R agonist | aSyn rescue
CCOC(=O)c1cc([N+](=O)[O-])cc([N+](=O)[O-])c1Sc1ncnc2nc[nH]c12 | -9% | -38% | -86* | / | 29% | ? | i | -14% | 11%
CCc1noc(C)c1C(=O)OCC(=O)Nc1nc(-c2ccc(F)c(F)c2)cs1 | -4% | -62%[inhibitor] | 123 | / | 21% | ? | i | -14% | -12%
COc1ccccc1CNC(=O)C1CCCN(S(=O)(=O)c2ccc3c(c2)CC(C)N3C(C)=O)C1 (configuration not stated) | / | 0% | -18 | 28% | -8% | -18% | i | 6% | -2%
Cc1ccc(C(C)C)c(OCCCCN2CCNCC2)c1 | -18% | -4% | ? | -7% | -16% | 2.2µM* | i | -6% | -7%
O=C(CSc1nc2ncc(Cl)cc2[nH]1)N1CCOCC1 | 7% | i | 10 | 16% | -8% | 1% | i | 10% | -7%
O=c1cc(-c2ccccc2)nc(SCc2nc(-c3ccc(C(F)(F)F)cc3)no2)[nH]1 | -10% | -6% | / | -36% | 13% | 14% | / | -1% | /
O=c1onc(-c2ccccc2)c2ccccc12 | 7% | i | -12 | -8% | 29% | 11% | i | 2% | -1%
COc1ccc(OC)c(NC(=O)C2COc3ccccc3O2)c1 (configuration not stated) | -3% | -44%[inhibitor][57.5 µM] | 16 | -10% | 18% | -21% | i | 1% | 10%
NC(=O)c1ccc(C2SCC(=O)N2CCc2ccccc2)cc1 (configuration not stated) | 1% | i | 4 | / | 23% | 3% | i | 0% | 2%
Cc1oc2cc3oc(=O)c(CCC(=O)NCCCN4CCOCC4)c(C)c3cc2c1C | -20% | -13% | -2 | -10% | 1% | -1% | i | 9% | -1%
CCn1c(SCC(=O)c2cc(OC)ccc2OC)nnc1-c1ccncc1 | 8% | -6%[57.5 µM] | 1 | 11% | -6% | 6% | i | -1% | 1%
O=C(c1cccs1)n1cc(C(=S)N2CCOCC2)c2ccccc21 | 9% | i | 27 | 18% | 20µM* | 0% | / | 2% | /
C=CCOC(=O)/C(=C\c1ccccc1)NC(=O)c1ccco1 | 19% | i | 1 | / | 3% | 19% | i | 0% | 0%
CCCOc1ccc(NC(=O)Cc2ccc(S(=O)(=O)N3CCOCC3)s2)cc1OCCC | 1% | -45%[inhibitor] | -1 | ? | 25% | ? | i | 5% | -1%
COc1ccc(NC(=O)c2c(NC(=O)c3cccc(C)c3)sc3c2CCC3)cc1 | 2% | i | / | -3% | 21% | 8% | / | / | /
C=CCn1c(COc2cccc3cccnc23)nnc1SCC(=O)O | 8%[9.22 µM] | i | 37 | -31% | 11% | 5% | i | -8% | 6%
COc1cccc(-c2ccc(NC(=O)C3CCCN(Cc4ccccn4)C3)cc2)c1 (configuration not stated) | -12% | i | -14 | -14% | -2% | ? | i | -2% | 8%
